CD40 NFkB inh = inhibitors of CD40-induced NF-kB signaling, primary screen, BL2 cells, luciferase reporter, single point | AID 1053188, 2014 | inhibition, % at 10 µM | 83,000 compounds, 0.94% hits | CD40L-induced, 4 h;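 active = mean inhibition of at least 50% with a set share of replicates also reaching that level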;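 also: 0% = neutral control wells and 100% = IKK inhibitor VII at 50 µM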
Starred values were filed as active, the others as inactive; & = joins results of further samples; [ ] = another dose, or the depositor's remark. Some of the compounds tested. The share of hits here may be higher or lower than overall.

Results for O=C(Nc1cccc(C(=O)N2CCN(Cc3ccccc3)CC2)c1)c1ccccc1 ?
CD40 NFkB inh: 12

Results for Cc1nn2c(NCc3cccnc3)c3c(nc2c1-c1ccccc1)CCC3 ?
CD40 NFkB inh: 13

How did CCN(Cc1ccccc1)C(=O)c1oc2ccc(S(=O)(=O)N3CCOCC3)cc2c1C do in these assays?
CD40 NFkB inh: 0

How did Cc1ccc(S(=O)(=O)NN=C2CCN(Cc3ccccc3)CC2)cc1 do in these assays?
CD40 NFkB inh: -6

What do the screens show for `CCOCC(=O)Nc1cccc(OC)c1`?
CD40 NFkB inh: -17

Results for CCN(CC(=O)Nc1c(F)cccc1F)C(=O)/C=C/c1ccc(C)o1 ?
CD40 NFkB inh: 84*

What do the screens show for `CC(=O)N1CCCCN2[C@@H](CO)[C@H](c3ccc(Br)cc3)[C@@H]2C1`?
CD40 NFkB inh: -7[25 µM]

What do the screens show for `Cc1ccc(S(=O)(=O)CCc2nnc(NC(=O)c3cccs3)s2)cc1`?
CD40 NFkB inh: 5

What do the screens show for `O=C(CN1CCN(c2ccccc2O)CC1)Nc1ccc2c(c1)OCCCO2`?
CD40 NFkB inh: 4

What do the screens show for `Cc1cc(NC(=O)CSCC(=O)Nc2nc3c(C)cccc3s2)no1`?
CD40 NFkB inh: 12

How did O=C(Oc1ccccc1C(=O)Oc1ccccc1)c1cccnc1 do in these assays?
CD40 NFkB inh: -10

Results for CCc1nc(NC(=O)c2sc(C)nc2C)sc1C(=O)OC ?
CD40 NFkB inh: -25

Results for Cn1cc2ccc([N+](=O)[O-])cc2n1 ?
CD40 NFkB inh: 8

What do the screens show for `C/C=C/c1cccc(-c2nc(C(=O)NCc3ccccc3)cc3c2[C@@H](CCO)N([S@](=O)C(C)(C)C)C3)c1`?
CD40 NFkB inh: 5

What do the screens show for `Cn1c(SCC(=O)Nc2ccc3c(c2)OCCO3)nnc1-c1cccnc1`?
CD40 NFkB inh: 1

Eleven entries from above, arranged by count of non-hydrogen atoms, ascending.
Results for Cn1cc2ccc([N+](=O)[O-])cc2n1 ?
CD40 NFkB inh: 8

What do the screens show for `CCOCC(=O)Nc1cccc(OC)c1`?
CD40 NFkB inh: -17

Results for CCc1nc(NC(=O)c2sc(C)nc2C)sc1C(=O)OC ?
CD40 NFkB inh: -25

What do the screens show for `CC(=O)N1CCCCN2[C@@H](CO)[C@H](c3ccc(Br)cc3)[C@@H]2C1`?
CD40 NFkB inh: -7[25 µM]

How did O=C(Oc1ccccc1C(=O)Oc1ccccc1)c1cccnc1 do in these assays?
CD40 NFkB inh: -10

Results for CCN(CC(=O)Nc1c(F)cccc1F)C(=O)/C=C/c1ccc(C)o1 ?
CD40 NFkB inh: 84*

What do the screens show for `Cn1c(SCC(=O)Nc2ccc3c(c2)OCCO3)nnc1-c1cccnc1`?
CD40 NFkB inh: 1

What do the screens show for `O=C(CN1CCN(c2ccccc2O)CC1)Nc1ccc2c(c1)OCCCO2`?
CD40 NFkB inh: 4

Results for O=C(Nc1cccc(C(=O)N2CCN(Cc3ccccc3)CC2)c1)c1ccccc1 ?
CD40 NFkB inh: 12

How did CCN(Cc1ccccc1)C(=O)c1oc2ccc(S(=O)(=O)N3CCOCC3)cc2c1C do in these assays?
CD40 NFkB inh: 0

What do the screens show for `C/C=C/c1cccc(-c2nc(C(=O)NCc3ccccc3)cc3c2[C@@H](CCO)N([S@](=O)C(C)(C)C)C3)c1`?
CD40 NFkB inh: 5

Next structures follow.
What do the screens show for `CO[C@@H]1CN(C)C(=O)c2ccc(NC(=O)Nc3ccccc3)cc2OC[C@@H](C)N(C(=O)CC2CC2)C[C@@H]1C`?
CD40 NFkB inh: 3[25 µM]

Results for Cc1noc(C)c1S(=O)(=O)N(C)C[C@H]1Oc2c(NC(=O)c3ccc(-c4nccs4)cc3)cccc2C(=O)N([C@H](C)CO)C[C@@H]1C ?
CD40 NFkB inh: -8[25 µM]

Results for Cc1ccc2c(c1)N(C(=O)c1ccco1)C(C)(C)c1ssc(=S)c1-2 ?
CD40 NFkB inh: 10

Results for CCCCOCCCNC(=O)c1cccs1 ?
CD40 NFkB inh: 5

Results for O=[N+]([O-])c1ccc(COc2ncnc3ccccc23)cc1 ?
CD40 NFkB inh: 6

Results for COc1ccccc1C#Cc1ccc([C@@H]2[C@@H](CO)N(C(=O)C3CCCCC3)[C@H]2C#N)cc1 ?
CD40 NFkB inh: 16

What do the screens show for `CC(C#N)Sc1nnc(-c2ccccc2F)n1C1CC1` (stereo not given)?
CD40 NFkB inh: 8

How did Cc1nn(-c2ccccc2)c(C)c1[N+](=O)[O-] do in these assays?
CD40 NFkB inh: 20

Results for CN(CC(=O)NCC1CCCO1)S(=O)(=O)c1ccc2ccccc2c1 (stereo not given) ?
CD40 NFkB inh: 7

What do the screens show for `Cc1cnc(C(=O)Nc2ccc(N3CCCCC3)cc2)cn1`?
CD40 NFkB inh: -80

What do the screens show for `COc1ccc2c3c([nH]c2c1)[C@H](CO)N(Cc1ccccc1)CC31CN(C(=O)c2ccccn2)C1`?
CD40 NFkB inh: 4[25 µM]

Results for O=C(C1CCCCC1)N1CC(=O)N2[C@@H](CO)[C@@H](c3ccc(-c4ccccc4F)cc3)[C@@H]2C1 ?
CD40 NFkB inh: 9[25 µM]

What do the screens show for `CC(=O)c1c(C)[nH]c(C(=O)Nc2nccs2)c1C`?
CD40 NFkB inh: -50

What do the screens show for `O=C1CC(C(=O)O)C2(CCCC2)O1` (stereo not given)?
CD40 NFkB inh: 9

Results for CC(=O)c1ccc(NC(=O)C(C)OC(=O)CCN=C2NS(=O)(=O)c3ccccc32)cc1 (stereo not given) ?
CD40 NFkB inh: 6

How did COc1ccc2[nH]c(=O)c(CN(C)C(=O)c3ccncc3)cc2c1 do in these assays?
CD40 NFkB inh: -2

How did Cc1nn(C)c(Cl)c1C(N)=O do in these assays?
CD40 NFkB inh: 17

How did CCN(CC(=O)NCc1ccccn1)S(=O)(=O)c1cc(Cl)ccc1Cl do in these assays?
CD40 NFkB inh: -15

How did CCN(Cc1ccncc1)C(=O)CCc1nnc(CCc2ccc(OC)cc2)o1 do in these assays?
CD40 NFkB inh: -14

Results for O=C(O)CCNC(=O)c1ccc(Br)o1 ?
CD40 NFkB inh: 12

Results for CC(C)NC(=O)N(C)C[C@@H]1OCc2cnnn2CCCC(=O)N([C@@H](C)CO)C[C@H]1C ?
CD40 NFkB inh: -8

Results for CC(=O)c1ccc(OC(=O)C2c3ccccc3Oc3ccccc32)cc1 ?
CD40 NFkB inh: -17

Results for CN(C)/C=N/c1c(C#N)nnn1Cc1ccccc1 ?
CD40 NFkB inh: 7

How did COc1cccc(C#Cc2ccc([C@@H]3[C@@H](C#N)N[C@@H]3CO)cc2)c1 do in these assays?
CD40 NFkB inh: -47[25 µM]

What do the screens show for `COc1ccc(NC(=O)COC(=O)CCSc2ccccc2)cc1`?
CD40 NFkB inh: -22

What do the screens show for `CC(=O)c1ccc(NC(=S)N2CCCCCC2)cc1`?
CD40 NFkB inh: -50

Results for O=C(OCC1CCCN2CCCCC12)c1ccc2c(c1)OCO2 (stereo not given) ?
CD40 NFkB inh: -11

How did O=C(CN(c1ccccc1)S(=O)(=O)c1ccccc1)N1CCOCC1 do in these assays?
CD40 NFkB inh: 18

What do the screens show for `CC(C)c1ccccc1OCC(=O)N(C)CC(=O)Nc1ccc(F)cc1`?
CD40 NFkB inh: 11

Results for CC(=NNC(=S)Nc1ccccc1Cl)c1ccccn1 ?
CD40 NFkB inh: -45

Results for CN1CCN(C(=O)c2c(O)c3cccc4c3n(c2=O)CC4)CC1 ?
CD40 NFkB inh: 6

What do the screens show for `Cc1ccc(C)c(CN2C(=O)CSc3ccc(C(=O)N4CCCC4)cc32)c1`?
CD40 NFkB inh: 21

How did O=S(Cc1cc(Sc2ccccc2)nc(-c2ccccc2)n1)c1ccccc1 (stereo not given) do in these assays?
CD40 NFkB inh: 27

How did COc1ccccc1NC(=O)c1csc(-n2nc(C)cc2C(F)(F)F)n1 do in these assays?
CD40 NFkB inh: -4

Results for CCC(C(=O)O)n1nc(-c2ccccc2)c2cc(Cl)ccc21 (stereo not given) ?
CD40 NFkB inh: -1

How did CCc1sc(N2[C@H](C#N)[C@H](c3ccccc3-c3ccccc3)[C@H]2CO)nc1C do in these assays?
CD40 NFkB inh: 14[25 µM]

Results for Cc1nc2ccc(C(=O)OCC(=O)N(C)c3ccccc3)cc2nc1C ?
CD40 NFkB inh: 6

What do the screens show for `O=C(c1cccc(F)c1)N1CC[C@H]2[C@H](CO)Nc3ccc(C#Cc4cccc(F)c4)cc3[C@H]21`?
CD40 NFkB inh: 10

What do the screens show for `CN1c2ccc(C3=CCCCC3)cc2[C@@H]2[C@@H](CCN2C(=O)NC2CCCCC2)[C@H]1CO`?
CD40 NFkB inh: 9

How did CN(C)S(=O)(=O)c1cccc(NC(=O)C2CCCN(C(=O)c3ccc(Cl)cc3)C2)c1 (stereo not given) do in these assays?
CD40 NFkB inh: 12

What do the screens show for `Cc1ccccc1OCC(=O)OCC(=O)c1ccc[nH]1`?
CD40 NFkB inh: 2

What do the screens show for `O=C(c1ccc2oc(CCc3ccccc3)nc2c1)N1CC[C@H](O)C1`?
CD40 NFkB inh: -64

How did N#Cc1cc2c(nc1SCc1ccccc1)CCCCC2 do in these assays?
CD40 NFkB inh: -15

What do the screens show for `Cc1onc(-c2ccccc2)c1C(=O)N1CCCCCC1`?
CD40 NFkB inh: 1

Results for O=c1[nH]c2nc(Cl)nc(Cl)c2[nH]1 ?
CD40 NFkB inh: 6

An excerpt from above in order of SMILES length, rising:
What do the screens show for `COc1ccc(NC(=O)COC(=O)CCSc2ccccc2)cc1`?
CD40 NFkB inh: -22

Results for CC(=O)c1ccc(OC(=O)C2c3ccccc3Oc3ccccc32)cc1 ?
CD40 NFkB inh: -17

How did CCc1sc(N2[C@H](C#N)[C@H](c3ccccc3-c3ccccc3)[C@H]2CO)nc1C do in these assays?
CD40 NFkB inh: 14[25 µM]

Going on with the list.
Results for CCCn1c(N)c(N(CCOC)C(=O)COC(=O)c2ccccc2NCCO)c(=O)[nH]c1=O ?
CD40 NFkB inh: -11

Results for CC(NC(=O)c1ccco1)C(=O)OCC(=O)N1CCCCCC1 (stereo not given) ?
CD40 NFkB inh: 11

How did CS(=O)(=O)N1CCN(C(=O)c2cc(-c3ccccc3)nc3ccccc23)CC1 do in these assays?
CD40 NFkB inh: -1

How did COc1cccc(S(=O)(=O)N(C)C[C@H]2OCc3ccccc3-c3c(n(C)c4ccccc34)C(=O)N([C@H](C)CO)C[C@@H]2C)c1 do in these assays?
CD40 NFkB inh: 57*[25 µM]

What do the screens show for `O=C(Nc1sccc1C(=O)N1CCOCC1)c1cccnc1`?
CD40 NFkB inh: 12

Results for COc1cccc(C(=O)Nc2ccc3c(c2)C(=O)N(C)[C@@H]2CC[C@@H](CC(=O)N[C@H](C)c4ccccc4)O[C@@H]2CO3)c1 ?
CD40 NFkB inh: 28[25 µM]

Results for O=C(NCC(=O)N1CCN(Cc2ccccc2)CC1)c1ccccc1Cl ?
CD40 NFkB inh: -3

What do the screens show for `Cc1nn(C)c(N)c1C(O)(c1nccn1C)C(F)(F)F` (stereo not given)?
CD40 NFkB inh: -5

How did Cc1cc(N(CC(=O)NC(C)C)S(C)(=O)=O)ccc1Br do in these assays?
CD40 NFkB inh: 12

How did COc1cccc(-c2ccc(C3[C@@H]4CN(C(=O)C5CCC5)C[C@H]3N4)cc2)c1 (stereo not given in full) do in these assays?
CD40 NFkB inh: 3&-21

How did CCCc1c(C)[nH]c2ccc(NC(C)=O)cc2c1=O do in these assays?
CD40 NFkB inh: 9

How did C[C@H]1CN([C@@H](C)CO)C(=O)c2ccccc2-c2ccccc2CO[C@@H]1CN(C)S(=O)(=O)c1cn(C)cn1 do in these assays?
CD40 NFkB inh: -25[25 µM]

Results for COc1ccc(-c2nnc3n(CCc4ccccc4)c(=O)c4ccccc4n23)c(OC)c1 ?
CD40 NFkB inh: -12

Results for COc1ccccc1OCc1ccc(C(=O)NC(C)c2ccccc2)o1 (stereo not given) ?
CD40 NFkB inh: 4

What do the screens show for `C[C@H]1CN([C@@H](C)CO)C(=O)CCCn2cc(nn2)CO[C@@H]1CN(C)C(=O)Nc1ccc(-c2cccs2)cc1`?
CD40 NFkB inh: -23[25 µM]

How did CN1CCN(CCC(=O)N/N=C/c2cc3c(cc2[N+](=O)[O-])OCO3)CC1 do in these assays?
CD40 NFkB inh: 9

Results for C[C@@H](NC(=O)C[C@H]1CC[C@@H]2[C@H](COC[C@H](O)CN2Cc2ccc(C(F)(F)F)cc2)O1)c1ccccc1 ?
CD40 NFkB inh: 5[25 µM]

What do the screens show for `C[C@H](NC(=O)C[C@@H]1CC[C@@H]2[C@H](COC[C@H](O)CN2C(=O)Nc2cccc(Cl)c2)O1)c1ccccc1`?
CD40 NFkB inh: -10[25 µM]

What do the screens show for `CCC(=O)N1[C@H](CO)[C@@H](c2ccc(/C=C/c3ccccc3)cc2)C12CN(S(C)(=O)=O)C2`?
CD40 NFkB inh: 17[25 µM]

What do the screens show for `O=C1NC2(CCCCCC2)Oc2ccccc21`?
CD40 NFkB inh: 0

What do the screens show for `O=C(COC(=O)c1ccco1)c1ccc(S(=O)(=O)N2CCCCC2)cc1`?
CD40 NFkB inh: -2

Results for COc1ccc2c3c([nH]c2c1)[C@@H](CO)N(Cc1ccccc1)CC31CCN(Cc2cncnc2)CC1 ?
CD40 NFkB inh: 8[25 µM]

Results for OC[C@@H]1[C@@H](c2ccccc2)C2(CN(Cc3cccnc3)C2)N1Cc1ccncc1 ?
CD40 NFkB inh: -4[25 µM]

Results for O=C1NN=C(c2ccc(Cl)cc2)CC1c1c[nH]c2ccccc12 (stereo not given) ?
CD40 NFkB inh: 16

How did CN(C)C(=O)c1ccc(-c2ccccc2[C@H]2[C@@H](CO)N(C(=O)C3CCCCC3)[C@H]2C#N)cc1 do in these assays?
CD40 NFkB inh: -14[25 µM]

How did O=C(C[C@H]1CC[C@@H]2[C@H](COC[C@@H](O)CN2Cc2cc(F)cc(F)c2)O1)Nc1nccs1 do in these assays?
CD40 NFkB inh: 3[25 µM]

What do the screens show for `CCN1CCN(c2ccc(S(=O)(=O)N3CCCCC3)cc2NC(=O)CC(NC(C)=O)c2ccccc2)CC1` (stereo not given)?
CD40 NFkB inh: -8

How did C/C(=N/NC(=O)c1ccc(Cl)s1)c1cccnc1 do in these assays?
CD40 NFkB inh: -61
